Source: PubChem
AHR activator = AHR activators, primary screen, cell-based, luminescence, luciferase reporter, human. AHR-responsive luciferase reporter cells. activation, % at 5 µM. hit rate 2.5% among 320,000. AID 2796, 2010; in the data active means activation above about 47%;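 further: 0% = vehicle wells and 100% = reference agonist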
PP5 inh = PP5 phosphatase inhibitors, primary screen, biochemical, fluorescence | Serine/threonine-protein phosphatase 5 (Homo sapiens), P53041 | purified PP5c, OMFP substrate fluorescence | inhibition, % at 6.7 µM | hit rate 0.18% among 320,000 | AID 1987, 2009;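 active means inhibition above the campaign's mean inhibition across all tested compounds plus 3 SD, cut at about 9.5% in these data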;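 further: 0% = DMSO only and 100% = 100 µM cantharidin control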
core dimer inh = inhibitors of HCV core protein dimerization, primary screen, biochemical, TR-FRET, high-throughput. hit rate 0.33% among 300,000. TR-FRET GST/Flag-core106 dimerization, 1536-well. inhibition, % at 5 µM;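 active means inhibition above the mean of all tested compounds plus 3 SD, set per screening campaign, cut at about 45% in these data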
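System: GST/Flag-tagged HCV core106 proteins. Incubation: compound-protein-antibody incubation 4 h at 22.5 °C. Technique: HTRF with 340 nm excitation, 617/671 nm emission. Medium: KF-containing HEPES buffer, pH 7.45, DTT, CHAPS, BSA. Read-out: inhibition (%) from 671 over 617 nm ratio. Also added: Eu(K)-anti-GST 90 ng/mL plus XL665-anti-Flag 1 µg/mL.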
proCasp3 act = activators of human procaspase-3 D3A mutant, primary screen, biochemical, absorbance, PC-3 D3A mutant, single concentration; Caspase-3 (Homo sapiens), P42574; recombinant procaspase-3 D3A, Ac-DEVD-pNA absorbance 405 nm; activation, % at 8.5 µM; hit rate 0.11% among 330,000; AID 463141, 2010;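 active means activation above the mean of all tested compounds plus 3 SD, cut at about 21% in these data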;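 further: 0% = DMSO alone and 100% = DMSO wells spiked with extra 5 µM PC-3 D3A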
Target sequence (P42574 whole entry D9A/D28A/D175A): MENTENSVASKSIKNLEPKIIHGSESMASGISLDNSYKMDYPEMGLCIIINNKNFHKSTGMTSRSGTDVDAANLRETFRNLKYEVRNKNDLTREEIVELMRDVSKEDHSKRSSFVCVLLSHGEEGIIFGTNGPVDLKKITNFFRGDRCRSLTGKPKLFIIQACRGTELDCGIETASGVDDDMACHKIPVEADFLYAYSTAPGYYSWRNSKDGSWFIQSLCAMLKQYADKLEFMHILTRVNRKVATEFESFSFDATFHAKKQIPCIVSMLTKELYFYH
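Compound: 8.5 µM single point, 0.8% DMSO / Material: Autoprocessing-dead procaspase-3 D3A mutant enzyme / Timing: 1 h preincubation plus 2 h reaction at 25 °C / Medium: Zinc-free HEPES/NaCl buffer with 0.01% Triton X-100 at pH 7.4 / Technique: 405 nm absorbance of p-nitroaniline, reads at 0 and 120 min / Repeats: one well per compound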
PP1 counter = PP1-alpha phosphatase inhibitors, primary screen, counter-screen for PP5 inhibitor project, biochemical, fluorescence, OMFP substrate, single point; Serine/threonine-protein phosphatase PP1-alpha catalytic subunit (Homo sapiens), P62136; purified PP1alpha; inhibition, % at 6.7 µM; hit rate 0.9% among 320,000;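 active means inhibition above the mean inhibition of all tested compounds plus 3 SD, computed separately for each screening campaign, cut at about 15% in these data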
Target sequence (P62136 whole entry, looked up): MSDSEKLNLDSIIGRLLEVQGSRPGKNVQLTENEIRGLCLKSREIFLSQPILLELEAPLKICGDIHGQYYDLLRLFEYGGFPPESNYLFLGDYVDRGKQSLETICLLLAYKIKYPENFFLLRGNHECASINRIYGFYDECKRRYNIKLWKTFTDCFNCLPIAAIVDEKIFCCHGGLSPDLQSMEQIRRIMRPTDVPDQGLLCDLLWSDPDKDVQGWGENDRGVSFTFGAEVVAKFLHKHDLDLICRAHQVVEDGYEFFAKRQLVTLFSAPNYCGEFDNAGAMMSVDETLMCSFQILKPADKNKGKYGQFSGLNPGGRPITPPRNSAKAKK
proCasp7 act = procaspase-7 activators, primary screen, counter-screen for procaspase-3 activator project, biochemical, absorbance, HTS, human; recombinant procaspase-7, Ac-DEVD-pNA absorbance 405 nm; D23A/D198A/D206A triple mutant, cannot self-cleave; scale: DMSO 0, 5 µM enzyme 100; hit rate 0.093% among 330,000; Caspase-7 (Homo sapiens), P55210; AID 463210, 2010; activation, % at 8.5 µM;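 active means percent activation above the screen-wide mean plus 3 SD, cut at about 25% in these data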
Target sequence (P55210 whole entry D23A/D198A/D206A): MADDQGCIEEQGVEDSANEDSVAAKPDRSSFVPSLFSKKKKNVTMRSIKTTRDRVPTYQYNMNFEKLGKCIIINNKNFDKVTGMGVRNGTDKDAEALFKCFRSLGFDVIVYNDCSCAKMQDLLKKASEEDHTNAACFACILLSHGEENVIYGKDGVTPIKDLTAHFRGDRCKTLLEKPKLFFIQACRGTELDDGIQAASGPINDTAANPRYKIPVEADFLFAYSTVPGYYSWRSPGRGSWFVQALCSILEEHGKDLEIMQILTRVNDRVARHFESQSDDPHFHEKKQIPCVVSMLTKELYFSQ
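Assay system: Uncleavable procaspase-7 mutant enzyme / Input: 2 µM procaspase-7 mutant as dispensed / Dosing: single nominal 8.5 µM compound dose, 0.8% DMSO final / Timing: 1 h enzyme–compound preincubation and 2 h substrate reaction, both 25 °C / Detection: p-Nitroaniline absorbance at 405 nm, read at 0 and 120 min / Replication: singlicate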
CTSL1 counter = Fasciola hepatica cathepsin L1 inhibitors, primary screen, counter-screen for PFM18AAP inhibitor project, biochemical, QFRET, fluorogenic peptide substrate. AID 1906, 2009. hit rate 0.49% among 300,000. recombinant F. hepatica cathepsin L1, Z-Leu-Arg-MCA fluorescence. inhibition, % at 5.96 µM;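 active means inhibition above the mean of all tested compounds plus 3 SD, set per screening campaign, cut at about 17% in these data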;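 further: 0% = plate median of test compound wells and 100% = 1 µM Z-Phe-Ala-diazomethylketone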
TPT1 inh = Candida albicans TPT1 enzyme inhibitors, primary screen, biochemical, fluorescence polarization. AID 1962, 2009. tRNA 2'-phosphotransferase TPT1 (Candida albicans SC5314). hit rate 0.81% among 300,000. inhibition, % at 5 µM. recombinant caTPT1, FP RNA substrate dephosphorylation;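 active means inhibition above the mean of all tested compounds plus 3 SD, set per screening campaign, cut at about 24% in these data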;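 further: plate controls were DMSO alone for no effect and ferristatin control at 100 nM for full effect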
PAFAH2 inh = PAFAH2 enzyme inhibitors, primary screen, biochemical, fluorescence polarization, human; inhibition, % at 3.39 µM; hit rate 0.99% among 340,000; Platelet-activating factor acetylhydrolase 2, cytoplasmic (Homo sapiens), Q99487; recombinant PAFAH2, FP-rhodamine activity probe;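 active means inhibition above the mean over all tested compounds plus 3 SD, cut at about 30% in these data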;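 further: inhibitors block probe labeling of enzyme so polarization drops; 0% = enzyme with DMSO and 100% = wells lacking PAFAH2 protein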
An asterisk follows results filed as active; . = no result given.

#1 COc1ccc(S(=O)(=O)N2CCCC2CNC(=O)C(=O)NCc2ccc(C)cc2)cc1 (stereo unspecified)
#2 COCCNC(=O)NC1(C(F)(F)F)Oc2ccc(Cl)cc2O1 (stereo unspecified)
#3 CCCCC(=O)Nc1nnc(SCC(=O)NCC2CCCO2)s1 (stereo unspecified)
#4 Cc1cc(C)c(OCC(=O)OCC(=O)NCCC2=CCCCC2)c(C)c1
#5 COc1ccc(S(=O)(=O)N2CCCC(C(=O)Nc3ccc4c(c3)OCCO4)C2)cc1 (stereo unspecified)
#6 COc1ccc(-c2n[nH]c(=S)n2CC(C)C)cc1
#7 CCOC(=O)c1c(CSc2ccccc2)n(C)c2ccc(O)cc12
#8 COc1ccccc1NC(=O)CN(Cc1ccccc1)S(C)(=O)=O

screen / no.	1	2	3	4	5	6	7	8
proCasp3 act	-3	1	1	1	3	0	-11	9
CTSL1 counter	-1	-2	0	-4	-2	2	3	-3
proCasp7 act	2	14	0	-3	-1	-7	15	9
PP5 inh	-0.9	2.9	1.2	0.7	3.5	0.4	3.6	-2.4
AHR activator	0	1	-2	4	-1	-3	11	1
PAFAH2 inh	-2	-7	2	-1	0	5	-2	6
core dimer inh	4	-5	5	-7	-2	-14	3	-5
PP1 counter	-3	0	-5	1	2	2	-1	-1
TPT1 inh	-2	-4	-3	2	-6	-8	3	3

#9 O=C(N=Nc1c(O)[nH]c2ccc(Br)cc12)c1ccccc1-n1cccc1
#10 CCCNc1nc(C)cc(-c2cc(C(=O)NCc3ccccc3)on2)n1
#11 COc1ccc(CCNc2oc(-c3ccccc3OC)nc2C#N)cc1
#12 Cc1cccc(C)c1NC(=O)CSCC(=O)c1ccc(O)c(O)c1
#13 CCOc1ccc(N(C(C)C(=O)N2CCCCCC2)S(C)(=O)=O)cc1 (stereo unspecified)
#14 Cc1ccc(-n2nc(C)c3onc(C)c3c2=O)cc1
#15 C=CCc1cccc2cc(C(=O)O)c(=O)oc12
#16 CCC(CC)c1nnc(NC(=O)/C=C/c2ccco2)s1

screen / no.	9	10	11	12	13	14	15	16
proCasp3 act	-4	-3	4	-6	-1	12	5	-2
CTSL1 counter	-3	-2	-4	5	-2	1	-1	2
proCasp7 act	-5	12	-10	5	12	-7	-6	-2
PP5 inh	4.7	2.8	4.0	-0.3	1.0	1.4	0.9	2.0
AHR activator	22	13	14	2	5	43	2	46
PAFAH2 inh	-6	0	5	20	-3	-5	3	1
core dimer inh	4	-11	7	1	10	-11	3	6
PP1 counter	11	1	-3	-3	1	1	-3	3
TPT1 inh	3	-5	1	-2	0	-5	-1	5

#17 COc1ccccc1CNC(=O)c1ccc(NC(=O)CC2SC(N3CCCC3)=NC2=O)cc1 (stereo unspecified)
#18 COc1ccc(-c2nn(-c3ccccc3C)cc2CNC(C)c2cn(C)nc2C)cc1F (stereo unspecified)
#19 C=C(C)C(O)COc1c2occc2c(OC)c2ccc(=O)oc12 (stereo unspecified)
#20 COC(=O)c1ccccc1NC(=O)COC(=O)CSCC(=O)N1CCOCC1
#21 CCOc1ccc(NC(=O)C(C)O)c(NS(=O)(=O)c2ccc(CCNC(C)=O)cc2)c1 (stereo unspecified)
#22 Cn1cccc1CC(=O)N/N=C/c1ccc([N+](=O)[O-])cc1
#23 COc1ccc(C(CNC(=O)c2ccc(NS(=O)(=O)c3ccc(F)cc3)cc2)N2CCOCC2)cc1 (stereo unspecified)
#24 Cn1c(=O)n(C)c2cc(NC(=O)CSc3nc4ccccc4c(=O)[nH]3)ccc21

screen / no.	17	18	19	20	21	22	23	24
proCasp3 act	-8	2	-1	-5	-10	-12	9	-1
CTSL1 counter	.	-1	.	-74	3	11	0	-5
proCasp7 act	-1	1	11	-11	-1	-26	-13	4
PP5 inh	.	2.2	.	-3.8	2.1	-1.9	2.0	2.4
AHR activator	1	8	55*	1	1	11	3	0
PAFAH2 inh	1	3	3	4	-2	.	-2	-3
core dimer inh	.	-1	.	-2	2	1	-1	-4
PP1 counter	.	-6	.	0	0	2	-2	1
TPT1 inh	.	-2	.	8	-1	-3	6	0

#25 COc1ccc(-c2csc(NC(=O)c3ccc(N4C(=O)CCC4=O)cc3)n2)cc1OC
#26 COc1ccc(CNC(=O)c2cccc(-c3ccc(C)c4ccccc34)n2)cc1
#27 O=C(CCCOc1ccc(Cl)cc1Cl)NCCc1ccccn1
#28 COc1ccc(Cl)cc1NC(=O)CN1C(=O)NC(C)(Cc2ccc(OC)c(OC)c2)C1=O (stereo unspecified)
#29 CC(=O)c1ccc(O)c(CSC2=NCCS2)c1
#30 CCSc1nnc(NC(=O)CN2C(=O)NC3(CCCC3)C2=O)s1
#31 C=CCNC(=O)c1ccc(N(C)S(=O)(=O)c2ccc(OC)cc2)cc1
#32 O=C(COC(=O)c1ccc(Br)c(S(=O)(=O)N2CCOCC2)c1)NCC1CCCO1 (stereo unspecified)

screen / no.	25	26	27	28	29	30	31	32
proCasp3 act	-8	-2	4	6	6	7	7	5
CTSL1 counter	1	-4	-2	.	5	.	1	-16
proCasp7 act	-7	3	-1	6	3	-6	2	-3
PP5 inh	0.8	2.2	0.8	0.5	-0.1	1.4	0.5	2.5
AHR activator	0	12	5	2	1	0	-5	9
PAFAH2 inh	10	-4	-6	-1	-6	-3	-7	17
core dimer inh	1	-2	-3	.	-2	.	-1	-6
PP1 counter	-3	3	1	-3	-1	0	-3	1
TPT1 inh	2	-2	-5	.	-6	.	1	-10

#33 CCc1ccc(S(=O)(=O)NCCc2csc(C)n2)s1
#34 Cc1ccc(C)c(-n2c(SCC(N)=O)nnc2-c2ccccn2)c1
#35 Cc1ccc(-c2c(C#N)c(N)nc3c2CCCCC3)cc1
#36 Cc1cccc(NC(=O)c2oc3ccc(S(=O)(=O)N4CCOCC4)cc3c2C)c1C
#37 O=C(Cc1cccs1)Nc1ccc(-c2nnc(-c3ccco3)o2)cc1
#38 COc1ccc(/C(O)=C2/C(=O)C(=O)N(CCN(C)C)C2c2ccccc2)cc1Cl (stereo unspecified)
#39 COc1ccc(NC(=O)Nc2ccc3[nH]ccc3c2)cc1
#40 O=C(Cn1c(COc2ccccc2)nc2ccccc21)Nc1cc(Cl)ccc1Cl

screen / no.	33	34	35	36	37	38	39	40
proCasp3 act	-6	1	0	3	-1	7	2	6
CTSL1 counter	0	14	2	5	-3	-2	-7	-1
proCasp7 act	-5	-2	5	2	-7	-3	3	3
PP5 inh	2.7	0.1	-0.3	-0.6	1.9	4.1	2.8	1.2
AHR activator	-1	8	-1	2	-5	0	6	7
PAFAH2 inh	1	-1	-2	5	-2	-1	.	-1
core dimer inh	-6	-7	11	0	1	-4	-10	19
PP1 counter	-1	0	0	1	3	-2	-3	1
TPT1 inh	2	2	-2	-4	0	-4	0	0

Single records, as listed above. Order of values: proCasp3 act | CTSL1 counter | proCasp7 act | PP5 inh | AHR activator | PAFAH2 inh | core dimer inh | PP1 counter | TPT1 inh
`CCc1ccc(S(=O)(=O)NCCc2csc(C)n2)s1` as listed: -6 | 0 | -5 | 2.7 | -1 | 1 | -6 | -1 | 2
`Cc1cccc(NC(=O)c2oc3ccc(S(=O)(=O)N4CCOCC4)cc3c2C)c1C` as listed: 3 | 5 | 2 | -0.6 | 2 | 5 | 0 | 1 | -4
`COc1ccc(NC(=O)Nc2ccc3[nH]ccc3c2)cc1` as listed: 2 | -7 | 3 | 2.8 | 6 | . | -10 | -3 | 0

Sorted by length of the SMILES (falling): 3 of the compounds above
#36 Cc1cccc(NC(=O)c2oc3ccc(S(=O)(=O)N4CCOCC4)cc3c2C)c1C
#40 O=C(Cn1c(COc2ccccc2)nc2ccccc21)Nc1cc(Cl)ccc1Cl
#34 Cc1ccc(C)c(-n2c(SCC(N)=O)nnc2-c2ccccn2)c1

screen / no.	36	40	34
proCasp3 act	3	6	1
CTSL1 counter	5	-1	14
proCasp7 act	2	3	-2
PP5 inh	-0.6	1.2	0.1
AHR activator	2	7	8
PAFAH2 inh	5	-1	-1
core dimer inh	0	19	-7
PP1 counter	1	1	0
TPT1 inh	-4	0	2

Other entries follow:
#41 CC(C)(C)NC(=O)C(c1ccccn1)N(C(=O)C1CSC(=O)C1)c1cccc(F)c1 (stereo unspecified)
#42 COc1ccc(/C=C(/C#N)C(=O)Nc2cc(C)ccc2C)cc1C(=O)O
#43 O=C(Nc1ccccc1Br)c1cc[n+]([O-])cc1
#44 Nc1c(-c2ccsc2)cnc2ncnn12
#45 COc1ccc(CCNC(=O)C2CC(=O)N(c3ccc(F)cc3)C2)cc1OC (stereo unspecified)
#46 C=CCNc1sc(C(=O)c2ccc(Br)s2)c(N)c1C#N
#47 CC(C)(O)C#Cc1ccc(C(=O)N2CCN(c3ccc([N+](=O)[O-])cc3)CC2)cc1
#48 COc1ccc(CC(=O)N/N=C/c2cccnc2)cc1OC

screen / no.	41	42	43	44	45	46	47	48
proCasp3 act	-1	4	3	0	2	5	-4	4
CTSL1 counter	2	0	0	-2	-1	0	3	3
proCasp7 act	8	6	12	8	0	2	-9	1
PP5 inh	-0.3	2.3	-1.4	2.6	-1.5	-1.5	2.4	1.5
AHR activator	0	-4	0	6	-4	22	11	-2
PAFAH2 inh	0	-1	0	0	-2	-10	4	-7
core dimer inh	-1	3	4	1	-1	5	1	-2
PP1 counter	-1	1	0	0	-1	-1	-3	-1
TPT1 inh	-3	-2	4	-3	-1	28*	4	-4

#49 CCc1cc(C(=O)Nc2ccccc2)cs1
#50 Cc1ccc(OCCn2cnc3c(N)ncnc32)cc1
#51 CCCCc1nc2c(=O)[nH]c3ccccc3c2o1
#52 CCCCNC(=O)c1onc(CSc2cc(C)ccc2C)c1C(=O)O
#53 CCC(=O)NC(=S)Nc1ccc(NC(=O)CC)cc1
#54 CCCN(CCO)Cc1ccc(Cl)c(Cl)c1
#55 CCS(=O)(=O)c1ccc(C(=O)Nc2ccccc2OC)c(Cl)c1Cl

screen / no.	49	50	51	52	53	54	55
proCasp3 act	-4	6	-10	-2	-3	-1	4
CTSL1 counter	-3	-6	-1	-2	-3	1	-3
proCasp7 act	3	8	5	2	-6	-1	7
PP5 inh	3.2	-3.5	-1.1	1.1	-2.9	1.7	-1.5
AHR activator	-3	-1	-1	1	-2	-3	30
PAFAH2 inh	0	-3	0	23	4	4	3
core dimer inh	-1	0	1	4	-1	-2	-2
PP1 counter	0	-5	-3	7	0	-4	-5
TPT1 inh	1	-2	-2	3	-1	-3	2
